TAAR1 antagonist – antagonists of human TAAR1; CHO RD-HGA16 TAAR1, Fluo-8 calcium fluorescence, antagonist; inhibition, % at 3 µM; actives 1.5% (n = 360,000); AID 624466;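 active means inhibition above a per-plate cutoff, the mean inhibition of test compounds on that plate plus 3 SD, cut at about 49% in these data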;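 further: 0% = DMSO plus EC80 beta-PEA response and 100% = DMSO alone without agonist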
Target sequence (Q96RJ0 whole entry, looked up): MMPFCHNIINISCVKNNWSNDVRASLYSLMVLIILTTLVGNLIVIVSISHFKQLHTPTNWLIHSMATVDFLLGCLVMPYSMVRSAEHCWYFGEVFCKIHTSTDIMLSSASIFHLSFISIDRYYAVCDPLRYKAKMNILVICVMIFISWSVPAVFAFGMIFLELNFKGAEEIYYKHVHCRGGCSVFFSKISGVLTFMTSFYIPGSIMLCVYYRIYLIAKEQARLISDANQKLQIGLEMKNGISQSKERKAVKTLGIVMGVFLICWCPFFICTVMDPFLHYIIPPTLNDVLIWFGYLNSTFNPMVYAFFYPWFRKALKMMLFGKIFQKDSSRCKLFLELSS
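Material: RD-HGA16 CHO cells with stable hTAAR1 and Gα16; Dosing: single nominal final test compound concentration of 3 µM; Schedule: seeding 17-24 h prior, 75-min 37 °C, 30-min RT dye loading; Detection: kinetic Fluo-8 calcium fluorescence measurement; Measure: % inhibition from peak post-agonist over basal fluorescence ratio; Benchmarks: vehicle and agonist controls.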
M1 ag parental – M1 agonist counterscreen hit in parental CHO-K1 cells | Fluo-8 calcium fluorescence; scaled to maximal ATP response, vehicle zero | activation, % at 3 µM | actives 0.48% (n = 360,000) | AID 602248; in the data active means activation above about 15%;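 further: untransfected CHO-K1 host cells lacking M1 receptor as counterscreen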
CHO parental Ca – counter-screen: ATP calcium response change in parental CHO cells; parental CHO-K1, ATP-induced calcium, Fluo-8 fluorescence; inhibition, % at 5.6 µM; actives 0.63% (n = 330,000);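 active means inhibition above that plate's mean sample inhibition plus 3 SD, cut at about 26% in these data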;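 further: 0% = ATP-challenged DMSO wells and 100% = DMSO wells without ATP; some compounds past the cut are filed as inactive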
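Test system: untransfected parental CHO cell line; also added: ATP stimulus; dosing: 5.6 µM, single dose; signal: calcium-sensitive Fluo-8 fluorescence; measure: percent inhibition of ATP-evoked calcium rise, normalized to controls; benchmarks: low control ATP plus DMSO, high control DMSO only; replication: one well per compound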
TAAR1 ag – agonists of human TAAR1; CHO RD-HGA16 TAAR1, Fluo-8 calcium fluorescence; vehicle wells 0%, saturating PEA agonist 100%; activation, % at 3 µM; actives 0.99% (n = 360,000);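 active means activation above the mean activation of all test compounds in the run plus 3 SD, cut at about 38% in these data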
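Test system: RD-HGA16 (CHO) cells co-expressing Gα16 and hTAAR1 | Doses: Single dose, 3 µM | Schedule: 17-24 h seeding, 75 min 37 °C dye, 30 min RT | Evaluation: % activation from peak over basal fluorescence ratio, DMSO-to-PEA scaled | Technique: Kinetic Fluo-8 calcium fluorescence | Benchmarks: Low control DMSO, high control PEA (EC100)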
CHRM1 agonist – human M1 muscarinic receptor agonism. P11229. CHO-K1 hM1, Fluo-8 calcium fluorescence, agonist mode; 0% DMSO, 100% acetylcholine EC100. activation, % at 3 µM. actives 0.33% (n = 360,000). AID 588814;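 active means activation above the run's mean compound activation plus 3 SD, cut at about 16% in these data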;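 further: peak over basal fluorescence ratio within a 140 s kinetic read after compound addition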
M1 PAM parental – counter-screen for M1 PAMs: effect in parental CHO-K1 cells; activation, % at 3 µM; ATP EC20, Fluo-8 calcium fluorescence; 0% at ATP EC20, 100% at ATP max; actives 0.02% (n = 360,000); AID 602247;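 active means activation above the run cutoff, the mean activation of all test compounds plus 3 SD, cut at about 40% in these data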;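 further: peak over basal fluorescence ratio in a 140 s read after ATP addition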
V1R ag counter – V1a receptor agonism, counter-screen for OXTR agonists; P37288; CHO-V1R cells, Fluo-8 calcium fluorescence, agonist mode; 0% DMSO, 100% 3 nM vasopressin; activation, % at 3 µM; actives 0.25% (n = 320,000); AID 2797;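 active means activation above the mean activation of all tested compounds plus 3 SD, per screening run, cut at about 20% in these data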;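 further: signal is peak over basal fluorescence ratio across a 100 second FLIPR read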
OXTR potentiate – potentiates the human oxytocin receptor response | CHO-OTR cells, Fluo-8 calcium fluorescence, potentiator mode; 0% = oxytocin EC15, 100% = EC100 | activation, % at 3 µM | actives 0.061% (n = 320,000) | AID 2445;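 active means activation above that plate's cutoff, the mean activation of tested compounds plus 3 SD, cut at about 6.6% in these data, passing the limit was not always enough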;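 further: 100% uses oxytocin at 75 nM as the full agonist control; some results filed as inactive read as strong as hits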
Target sequence (P30559 whole entry, looked up): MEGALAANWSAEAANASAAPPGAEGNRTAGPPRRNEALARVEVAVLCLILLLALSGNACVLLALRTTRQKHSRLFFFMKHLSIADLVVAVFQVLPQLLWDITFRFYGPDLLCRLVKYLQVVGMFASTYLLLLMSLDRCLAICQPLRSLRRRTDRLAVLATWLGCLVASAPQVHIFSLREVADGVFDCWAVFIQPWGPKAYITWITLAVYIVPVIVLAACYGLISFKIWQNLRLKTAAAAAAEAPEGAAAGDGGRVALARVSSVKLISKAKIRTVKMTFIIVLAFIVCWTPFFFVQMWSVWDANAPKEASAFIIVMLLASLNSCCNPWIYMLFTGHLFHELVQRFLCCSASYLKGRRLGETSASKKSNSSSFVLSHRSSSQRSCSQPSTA
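Dosing: Single dose, 3.0 µM nominal final compound concentration | Material: Human OTR in CHO cells | Technique: Kinetic Fluo-8 calcium fluorescence | Benchmarks: EC15 oxytocin alone as 0%, 75 nM oxytocin as 100% | Probe or stimulus: Oxytocin at about EC15, sub-maximal agonist stimulus | Incubation: Compound 6 min at room temperature before oxytocin, 100 s read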
CHO-K1 Ca antag – M1 antagonist counterscreen hit in parental CHO-K1 cells; ATP-induced calcium, Fluo-8 fluorescence; inhibition, % at 3 µM; actives 0.6% (n = 360,000); AID 602250;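 active means inhibition above a per-plate cutoff, the plate's mean sample inhibition plus 3 SD, cut at about 24% in these data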;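 further: 0% = DMSO plus EC80 ATP and 100% = DMSO alone without ATP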
* hit, by the source's call; / = not tested or not shown.

SMILES	TAAR1 antagonist	M1 ag parental	CHO parental Ca	TAAR1 ag	CHRM1 agonist	M1 PAM parental	V1R ag counter	OXTR potentiate	CHO-K1 Ca antag
COc1cccc(/C(C)=N/Nc2ncc(Cl)cc2Cl)c1	-26.6	0.0	-18.3	-2.5	-5.8	4.0	-0.8	-8.1	-1.8
CCS(=O)(=O)N1CCN(Cc2ccccc2OC)CC1	-8.1	0.2	-12.9	1.1	1.1	7.5	0.9	-5.3	-14.3
CNCC(=O)N(CC(C)C)c1c(N)n(CC(C)C)c(=O)[nH]c1=O	-24.0	-0.1	7.1	1.3	-1.7	14.9	1.1	-7.7	-3.6
CC1CCCCN1C(=O)NC1CC(=O)N(c2ccc3c(c2)OCCO3)C1 (configuration not stated)	-3.4	1.8	-0.8	0.9	-1.1	11.3	1.3	-5.9	0.9
CCN(c1ccccc1)S(=O)(=O)c1cc(C(=O)Nc2ccccc2Cl)ccc1F	10.2	2.1	18.4	2.5	-5.7	22.1	1.6	-7.2	-12.3
Cc1ccc(C(=O)OCc2nc3ccccc3s2)o1	4.7	15.9*	-1.2	-1.4	-2.0	5.0	-0.5	-0.7	2.8
CC1CCCN(CC(O)COc2ccc(S(=O)(=O)N3CCCC3)cc2[N+](=O)[O-])C1 (configuration not stated)	-17.1	0.3	-3.6	7.0	-8.2	22.1	-0.5	-5.0	-19.0
Cc1c(Cl)cccc1NC(=O)CNC(=O)c1ccco1	-22.4	0.4	-5.0	0.7	-1.4	20.0	0.0	-3.0	-6.3
Cc1cc(C)c2nc(SCC(=O)N(C)C3CCS(=O)(=O)C3)cc(C)c2c1 (configuration not stated)	-3.2	0.0	-7.0	0.4	-7.8	16.9	0.1	3.6	-9.7
COc1ccccc1C1CN=NC12CCCc1ccccc1C2=O (configuration not stated)	14.1	1.1	-12.5	11.1	-2.2	7.6	-0.7	-7.4	-3.4

3 of the entries above in order of their number in OXTR potentiate, lowest first.
SMILES,CHRM1 agonist,OXTR potentiate
COc1cccc(/C(C)=N/Nc2ncc(Cl)cc2Cl)c1,-5.8,-8.1
COc1ccccc1C1CN=NC12CCCc1ccccc1C2=O (configuration not stated),-2.2,-7.4
Cc1c(Cl)cccc1NC(=O)CNC(=O)c1ccco1,-1.4,-3.0

The results go on:
SMILES	TAAR1 antagonist	M1 ag parental	CHO parental Ca	TAAR1 ag	CHRM1 agonist	M1 PAM parental	V1R ag counter	OXTR potentiate	CHO-K1 Ca antag
CCOc1ccc(OCCOC(=O)CN(C)S(=O)(=O)c2ccc(NC(C)=O)cc2)cc1	5.9	6.0	-12.5	5.7	1.6	-6.1	6.7	-7.7	-3.6
COc1cccc(-n2c(C)nn(C)c2=O)c1	/	0.3	-4.3	/	-5.1	10.4	0.9	2.2	-1.2
CCOC(=O)C1=CCN(S(=O)(=O)c2cccc(Cl)c2)C1c1ccccc1 (configuration not stated)	6.0	1.2	/	2.9	-7.4	4.4	/	/	21.7
O=c1sc(N2CCN(c3ccc(F)cc3)CC2)nc2ccsc12	4.2	5.2	-4.6	-2.0	-3.4	2.9	-0.1	-3.9	2.8
S=c1[nH]nc(COc2ccc(Cl)cc2)n1C1CCCCC1	-20.1	0.0	25.4	33.0	1.0	-6.8	1.3	-5.5	-13.1
CCc1nc(C)cn1S(=O)(=O)c1ccc2c(c1)OCCO2	0.5	0.5	/	3.0	-6.7	-1.9	/	/	-11.7
CC(=O)Nc1ccc(S(=O)(=O)N2CCN(Cc3cccnc3)CC2)cc1	-2.2	1.4	-3.0	-0.2	-3.7	21.4	0.5	-1.0	-3.3
COc1ccc(OC)c(S(=O)(=O)n2cccn2)c1	-4.2	0.5	-2.0	5.9	-0.9	-4.0	0.9	-13.3	3.3
CNc1nc2ccccc2n1/N=C/c1cccc(OC)c1OC	1.6	0.9	-22.4	5.3	-7.9	5.7	1.0	-8.8	-10.7
O=C(Cc1ccccc1F)Nc1cc(S(=O)(=O)N2CCCCC2)ccc1N1CCOCC1	3.9	1.4	/	1.8	-3.5	-0.8	/	/	-1.2
CCN(CC(=O)Nc1c(F)cccc1F)C(=O)c1cc(S(=O)(=O)N(C)C)ccc1N1CCCC1	-3.2	0.7	-17.5	2.3	-3.3	6.7	1.1	2.9	-18.5
Cc1ccc(NC(=O)CCC(=O)NN=Cc2ccc(C)o2)c(C)c1	-18.7	0.6	/	1.1	-2.0	21.0	/	/	-12.5
O=C(Cc1ccc(Cl)cc1)N1CCC2(CC1)NCCc1[nH]cnc12	-6.4	1.4	9.7	-0.2	-3.7	23.5	0.2	-7.5	-10.5
CC1(C(=O)Nc2ccc3[nH]ncc3c2)CCN1C(=O)Cc1ccc(-c2ccccc2)cc1 (configuration not stated)	49.7*	12.9	/	18.3	7.3	-6.7	/	/	10.9
O=C(O)CNC(=O)c1ccccc1Br	13.5	-0.5	3.6	1.0	-5.6	4.6	0.5	3.5	12.1
CC(=O)c1ccc(NC(=S)N2CCN(CCO)CC2)cc1	-7.5	0.7	-2.9	3.9	-2.2	16.4	0.8	-2.1	-9.8
N#CCC(=O)NC1CCC(CC2CCC(NC(=O)CC#N)CC2)CC1 (configuration not stated)	2.8	-0.1	-4.0	0.4	-1.3	-1.0	0.5	-4.6	11.3
Cc1nc2c(C)cccn2c1/C(O)=C1\C(=O)C(=O)N(CCN2CCOCC2)C1c1cccs1 (configuration not stated)	3.7	0.5	-0.4	0.6	-4.2	8.8	0.7	-1.8	-0.3
CC1CCN(C(=O)CSc2nnc(-c3cccnc3)o2)CC1	6.4	1.9	1.6	0.2	-1.3	23.9	1.4	-9.4	-12.8
COc1cccc(C(C(=O)NCC2CCCO2)N(C(=O)Cn2nnc3ccccc32)c2ccccc2C(C)=O)c1OC (configuration not stated)	6.5	0.3	-19.2	1.5	-3.1	-8.7	0.2	-0.8	-14.7
Cc1ccc(NC(=O)CN2CCN(Cc3ccccc3)CC2)cc1Cl	-32.1	2.5	-20.3	8.6	-4.9	19.7	1.6	-0.5	-6.2
CCOc1ccc(CN2CCN(Cc3ccc(C)o3)CC2CCO)cc1 (configuration not stated)	-6.8	0.5	-14.0	0.5	-12.3	-0.8	1.2	4.5	-13.0
Cc1nc2nc(C)c(NS(=O)(=O)c3ccc(CC(C)C)cc3)c(=O)n2[nH]1	-5.4	-0.2	7.8	-0.8	-1.9	4.3	0.8	-8.1	-1.5
Cc1ccc(CC(=O)Nc2cccc([N+](=O)[O-])c2)cc1	12.0	17.8*	-4.7	4.3	-6.9	15.9	3.9	-0.5	-2.6
Cn1c(=O)c2c(ncn2CC(=O)OCC(=O)Nc2ccccc2)n(C)c1=O	0.8	5.0	17.7	0.0	-2.7	5.4	0.7	-21.7	5.2
Cc1ccc(-c2onc3ccc(C(=O)O)cc23)cc1	12.5	18.9*	-14.2	0.2	9.6	7.4	0.7	-10.4	2.7
CC1=C(C(=O)N2CCCC(C(=O)c3cccc4ccccc34)C2)OCCO1 (configuration not stated)	-2.4	3.2	-10.3	0.3	-1.6	7.4	2.0	-1.4	0.5
CCN(C(=O)C(C)Cl)c1ccccc1 (configuration not stated)	-18.7	0.6	2.8	3.4	-4.3	19.0	-0.6	-2.6	-14.7
CCOC(=O)N1CCN(c2cc(=O)n(-c3ccc(OCC)cc3)c(=O)[nH]2)CC1	6.9	2.2	0.0	18.7	-0.4	25.3	0.1	3.7	-9.2
CC(=O)Nc1ccc(NC(=O)CSc2nc3nc(-c4cccs4)cc(C(F)(F)F)c3c(=O)[nH]2)cc1	-0.8	0.7	-4.9	1.2	1.1	-9.7	-0.9	-1.3	-6.8
CCCCn1c(O)c(N=NC(=O)c2ccco2)c2ccccc21	52.0*	4.4	-28.4	11.6	-3.3	19.9	-0.3	-7.5	-4.0
N#Cc1cccc(NC(=O)c2cc(C3CCCCN3S(=O)(=O)c3cccc4cccnc34)on2)c1 (configuration not stated)	32.9	2.5	/	2.6	-4.0	-1.1	/	/	1.5
COc1ccc(-c2ccc(NC(=O)c3ccco3)cc2)nn1	-4.5	0.6	2.4	2.8	-2.9	4.6	0.0	8.7	-4.1
O=C(Nc1ccccc1)OCCOc1ccc(Cl)cc1Cl	-9.9	0.8	/	0.0	-7.3	20.6	/	/	-17.4
N#C/C(=N\Nc1ccc(Cl)cc1)C(N)=S	0.0	11.3	17.6	10.4	7.3	-22.2	13.4	-18.3	25.2*
Cc1ncc([N+](=O)[O-])n1CC(=O)Nc1cccc(C(F)(F)F)c1	14.9	0.1	0.0	0.3	-1.3	-8.8	-0.5	-12.5	-0.6
CCCc1nc2ccc(Cl)cn2c1Cc1cccc(Cl)c1	-31.5	-0.2	/	-0.5	-3.8	-4.7	/	/	-9.2
N#C/C(C(N)=O)=C1/SC=C(c2ccccc2)N1c1ccccc1	-20.3	8.5	-22.8	1.1	0.9	19.8	0.2	0.0	-8.3
Cc1ccc(S(=O)(=O)N2[C@@H](c3cccc(Cl)c3)C(C(=O)OC(C)(C)C)=CC[C@H]2c2cccc(Cl)c2)cc1	-4.1	0.6	/	0.5	-3.7	2.4	/	/	14.0
C(=N\Nc1nc2ccccc2[nH]1)/c1ccc2c(c1)OCCO2	26.1	5.8	-15.7	7.2	-0.4	-3.8	0.2	-8.6	0.3
Cc1cc2oc(=O)cc(CN3CCCCC3C)c2c(C)c1Cl (configuration not stated)	5.8	0.0	-11.2	1.8	-4.8	4.2	-0.1	-6.3	1.8
COc1ccc(C(C)=O)cc1CSc1nc2ccccc2c(=O)n1-c1cccc(C)c1	-31.2	1.9	-29.1	-0.9	-2.3	1.8	0.4	6.3	-7.7
COc1ccccc1-n1ccnc(SCC(=O)NCc2ccccc2Cl)c1=O	-0.3	0.4	-17.4	-0.7	-3.1	-20.8	-1.2	-10.1	-8.1
CC1CN(S(=O)(=O)c2cccc(C(=O)N(C)C3CCN(C)CC3)c2)CC(C)O1 (configuration not stated)	0.0	-0.1	0.8	0.5	-4.1	-4.9	0.0	-1.1	-1.4
COc1ccccc1-c1nc2c3ccccc3nc(=S)n2[nH]1	-17.0	0.0	-3.5	4.6	-2.3	-25.8	3.0	-0.6	-0.5
